Rpn11 inh = inhibitors of human proteasome Rpn11; O00487; human 26S proteasome, Ub4-pepOG fluorescence polarization; 20S core pre-blocked with epoxomicin; calls only at 20 µM; 360,000 compounds, 0.59% hits; AID 588493;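 active = inhibition at 20 µM, scaled to each plate's controls, above about 33%, limit read from the data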
NadD block = NadD (S. aureus) enzyme inhibition; purified NadD enzyme, colorimetric absorbance read-out; inhibition, % at 20 µM; 360,000 compounds, 0.78% hits; in the data active = inhibition above about 26%; also: some compounds past the cut are filed as inactive
SKN-1 inh = C. elegans SKN-1 inhibition | C. elegans VP596 Pgst-4::GFP/RFP ratio, acrylamide-induced, 24 h | inhibition, % at 21.8 µM | 360,000 compounds, 0.49% hits;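 active = interference check ratio from 0.5 to 1.5 plus GFP to RFP signal ratio inhibition reaching or exceeding a fixed threshold, cut at about 30% in these data, passing the limit was not always enough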; also: some compounds called inactive have numbers as strong as hits
MT1-MMP act inh = blocks activation of human MT1-MMP. 360,000 compounds, 0.061% hits. P50281. HT1080 RFP-PRO-GFP cells, GFP/RFP ratio fluorescence, overnight; percent of plate control window, DMSO zero. GFP/RFP ratio change, % at 20 µM;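 active = GFP/RFP ratio change of at least 30% with cell ATP level not reduced by more than half and red fluorescence within 50% of control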; also: strong numbers were not always called active
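Assay system: HT1080 cells carrying an RFP-PRO-GFP reporter | Dosing: Single dose of 20 µM compound, 1% DMSO final | Incubation: Cells overnight before dosing, compound overnight, 37 °C, 5% CO2 | Evaluation: GFP/RFP fluorescence ratio | Control set: DMSO and RFP-L50D-GFP cell wells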
Rin1 Abl inh = inhibitors of human Rin1-Abl protein interaction; P00519+Q13671; TR-FRET Rin1/Abl binding, biochemical; inhibition, % at 7.35 µM; 360,000 compounds, 0.4% hits; AID 588664; in the data active = inhibition above about 5%, passing the limit was not always enough
Neddyl block = blocks human cullin neddylation. TR-FRET cullin neddylation, biochemical. calls only at 25 µM. P61081+Q13564. 360,000 compounds, 0.58% hits. AID 651699; in the data active = inhibition above about 36%
CSN deneddyl inh = CSN deneddylation inhibition | Q92905 | Purified CSN, SCF-Nedd8-OG deneddylation, fluorescence polarization | inhibition, % at 12.5 µM | 360,000 compounds, 0.38% hits;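 active = pattern-corrected inhibition above about 35%, with an unprinted fluorescence ratio check between 0.5 and 1.5, limit read from the data, passing the limit was not always enough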;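 also: 0% = enzyme with substrate and 100% = substrate without enzyme; some results filed as inactive read as strong as hits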
Target sequence (Q92905 whole entry, looked up, one chain of several): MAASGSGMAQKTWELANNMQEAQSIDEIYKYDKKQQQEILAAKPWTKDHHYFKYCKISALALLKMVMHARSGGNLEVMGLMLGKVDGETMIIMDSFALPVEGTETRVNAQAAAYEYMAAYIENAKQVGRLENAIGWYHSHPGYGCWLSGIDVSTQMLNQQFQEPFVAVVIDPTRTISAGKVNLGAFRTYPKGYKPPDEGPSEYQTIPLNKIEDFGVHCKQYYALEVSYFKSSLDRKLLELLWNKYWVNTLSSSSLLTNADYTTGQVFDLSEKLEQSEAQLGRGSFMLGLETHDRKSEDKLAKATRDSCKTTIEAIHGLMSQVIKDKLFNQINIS
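Test system: purified human Csn5 enzyme expressed in HEK293T cells. Amount: 0.24 nM enzyme. Reagent: SCFSkp2-Nedd8OG substrate at 10 nM final. Schedule: 90 min incubation of compound, enzyme and substrate at room temperature. Detection: fluorescence polarization. Read-out: % inhibition of substrate cleavage by Csn5.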
MLLE-PAM2 inh = inhibitors of microRNA-mediated deadenylation, human PABP1 MLLE binding; P11940; GST-MLLE / FITC-PAM2 fluorescence polarization; inhibition, % at 20 µM; 360,000 compounds, 0.36% hits; AID 588489; in the data active = inhibition above about 35%, passing the limit was not always enough;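 also: plate controls were DMSO wells with GST-MLLE for no effect and wells lacking GST-MLLE protein for full effect; some results filed as inactive read as strong as hits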
Target sequence (P11940 whole entry, looked up): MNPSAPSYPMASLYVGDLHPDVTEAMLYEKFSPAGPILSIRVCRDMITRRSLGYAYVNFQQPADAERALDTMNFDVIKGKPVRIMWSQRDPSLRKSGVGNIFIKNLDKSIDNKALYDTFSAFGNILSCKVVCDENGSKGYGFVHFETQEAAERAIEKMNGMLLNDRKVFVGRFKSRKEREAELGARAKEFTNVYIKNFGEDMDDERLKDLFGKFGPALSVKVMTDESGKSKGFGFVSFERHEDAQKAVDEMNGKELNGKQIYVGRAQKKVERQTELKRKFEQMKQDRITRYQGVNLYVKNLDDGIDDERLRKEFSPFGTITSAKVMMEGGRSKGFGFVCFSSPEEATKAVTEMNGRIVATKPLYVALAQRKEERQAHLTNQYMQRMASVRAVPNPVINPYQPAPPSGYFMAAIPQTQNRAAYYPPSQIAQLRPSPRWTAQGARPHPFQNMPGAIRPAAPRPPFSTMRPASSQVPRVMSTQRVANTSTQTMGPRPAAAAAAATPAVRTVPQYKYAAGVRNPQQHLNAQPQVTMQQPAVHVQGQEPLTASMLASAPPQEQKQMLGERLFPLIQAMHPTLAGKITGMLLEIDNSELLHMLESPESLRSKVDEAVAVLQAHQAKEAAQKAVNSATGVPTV
FAS-TE inh = FAS thioesterase (human) inhibition; P49327; recombinant FAS-TE, OMFH fluorogenic substrate, fluorescence endpoint; inhibition, % at 15 µM; 360,000 compounds, 0.67% hits; AID 602261;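 active = compounds whose normalised, plate-corrected inhibition of enzyme fluorescence in the single-dose primary screen is 50% or more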;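 also: 0% = DMSO with enzyme and 100% = substrate without enzyme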
* marks the source's active call; other numbers are inactive results.

Screening COc1cccc(CN2CC(C(=O)NC3CCC3)CCC2=O)c1 (configuration not stated) returned Rpn11 inh inactive, NadD block -7, SKN-1 inh 1, MT1-MMP act inh -4, Rin1 Abl inh 3, Neddyl block inactive, CSN deneddyl inh 0, MLLE-PAM2 inh -12 and FAS-TE inh -5.
COc1ccc(NS(=O)(=O)c2ccc(F)cc2F)cn1 was read as Rpn11 inh inactive, NadD block -3, SKN-1 inh 4, MT1-MMP act inh 2, Rin1 Abl inh 5, Neddyl block inactive, CSN deneddyl inh 4, MLLE-PAM2 inh -1 and FAS-TE inh -6.
`COc1ccc(N2CCN(C(=O)c3cc4c(s3)CCCCC4)CC2)cc1` gave Rpn11 inh inactive, NadD block 4, SKN-1 inh 13, MT1-MMP act inh 2, Rin1 Abl inh -4, Neddyl block inactive, CSN deneddyl inh -4, MLLE-PAM2 inh -4 and FAS-TE inh 23.
O=C(CNC(=O)c1ccco1)Nc1ccc(N2CCCCCC2)cc1 was read as Rpn11 inh inactive, NadD block 4, SKN-1 inh -9, MT1-MMP act inh 3, Rin1 Abl inh -4, Neddyl block inactive, CSN deneddyl inh 4, MLLE-PAM2 inh -2 and FAS-TE inh -1.
Screening CCOC(=O)C1C(c2cccnc2)NC(=O)NC1(O)C(F)(F)F (configuration not stated) returned Rpn11 inh inactive, NadD block -2, SKN-1 inh 9, MT1-MMP act inh 7, Rin1 Abl inh -1, Neddyl block inactive, CSN deneddyl inh -1, MLLE-PAM2 inh 2 and FAS-TE inh -5.
COc1ccc(S(=O)(=O)N(C)CC(=O)N2CCCC2)cc1OC was read as Rpn11 inh inactive, NadD block 1, SKN-1 inh 11, MT1-MMP act inh 4, Rin1 Abl inh 1, Neddyl block inactive, CSN deneddyl inh 4, MLLE-PAM2 inh -4 and FAS-TE inh -6.
`O=C(COc1ccc(F)cc1)Nc1ccc(S(=O)(=O)Nc2ncccn2)cc1` gave Rpn11 inh inactive, NadD block -3, SKN-1 inh 8, MT1-MMP act inh 3, Rin1 Abl inh 0, Neddyl block inactive, CSN deneddyl inh 1, MLLE-PAM2 inh -35 and FAS-TE inh -7.
Screening CCCCCN(C(=O)CCC(=O)OCc1cc(C)ccc1C)c1c(N)n(CCCC)c(=O)[nH]c1=O returned Rpn11 inh inactive, NadD block -2, SKN-1 inh -8, MT1-MMP act inh -15, Rin1 Abl inh 2, Neddyl block inactive, CSN deneddyl inh -4, MLLE-PAM2 inh -11 and FAS-TE inh 6.
For COc1cccc(CNC(=O)C2CCN(S(=O)(=O)N3CCCC3)CC2)c1 the results were Rpn11 inh inactive, NadD block 3, SKN-1 inh 1, MT1-MMP act inh 1, Rin1 Abl inh 2, Neddyl block inactive, CSN deneddyl inh -5, MLLE-PAM2 inh -5 and FAS-TE inh -6.
Screening COc1ccc(Cn2nnnc2C(c2ccc(C)cc2)N2CCN(C3CCCC3)CC2)cc1 (configuration not stated) returned Rpn11 inh inactive, NadD block -6, SKN-1 inh 2, MT1-MMP act inh -1, Rin1 Abl inh 4, Neddyl block inactive, CSN deneddyl inh 1, MLLE-PAM2 inh -2 and FAS-TE inh -8.
For CN(C)C(CNC(=O)c1ccc(Cl)c(S(=O)(=O)N2CCCCCC2)c1)c1ccccc1 (configuration not stated) the results were Rpn11 inh inactive, NadD block 0, SKN-1 inh -4, MT1-MMP act inh -4, Rin1 Abl inh 3, Neddyl block inactive, CSN deneddyl inh 0, MLLE-PAM2 inh 13 and FAS-TE inh 2.
Screening Cc1ccc(N2CC(C(=O)NCCCn3ccnc3)CC2=O)cc1 (configuration not stated) returned Rpn11 inh inactive, NadD block -3, SKN-1 inh -19, MT1-MMP act inh 0, Rin1 Abl inh -4, Neddyl block inactive, CSN deneddyl inh 3, MLLE-PAM2 inh 9 and FAS-TE inh -7.
C1=Nc2c(NCc3ccccc3)ncnc2Oc2ccccc21 was read as Rpn11 inh inactive, NadD block -4, SKN-1 inh 2, MT1-MMP act inh 2, Rin1 Abl inh -3, Neddyl block inactive, CSN deneddyl inh 7, MLLE-PAM2 inh 12 and FAS-TE inh 4.
For O=C(Nc1cccc(Cl)c1Cl)c1ccc(-c2ccccc2)cc1 the results were Rpn11 inh inactive, NadD block 5, SKN-1 inh -2, MT1-MMP act inh 3, Rin1 Abl inh -6, Neddyl block inactive, CSN deneddyl inh 4, MLLE-PAM2 inh 7 and FAS-TE inh 0.
For CCCn1c(N)c(C(=O)CSc2nnc3n2CCCCC3)c(=O)[nH]c1=O the results were Rpn11 inh inactive, NadD block 2, SKN-1 inh 9, MT1-MMP act inh -1, Rin1 Abl inh 7, Neddyl block inactive, CSN deneddyl inh 4, MLLE-PAM2 inh -10 and FAS-TE inh -5.
CC(NCc1ccccc1)C1COc2ccccc2O1 (configuration not stated) was read as Rpn11 inh inactive, NadD block -1, SKN-1 inh -4, MT1-MMP act inh 1, Rin1 Abl inh -3, Neddyl block inactive, CSN deneddyl inh 5, MLLE-PAM2 inh -9 and FAS-TE inh -9.
`COC(=O)c1cc(-c2c(-c3ccc4c(c3)OCO4)noc2-c2ccsc2)cc([N+](=O)[O-])c1` gave Rpn11 inh inactive, NadD block 11, SKN-1 inh 11, MT1-MMP act inh -2, Rin1 Abl inh -2, Neddyl block inactive, CSN deneddyl inh 1, MLLE-PAM2 inh 4 and FAS-TE inh 36.
Screening CC(C)COC(=O)N1CCCCC1c1cc(C(=O)Nc2ccccc2)no1 (configuration not stated) returned Rpn11 inh inactive, NadD block 0, SKN-1 inh -7, MT1-MMP act inh -7, Rin1 Abl inh 3, Neddyl block inactive, CSN deneddyl inh -2, MLLE-PAM2 inh -7 and FAS-TE inh 17.
For CCOC(=O)c1ccc(NC(=S)NC(=O)c2nn(CC)cc2Br)cc1 the results were Rpn11 inh inactive, NadD block -4, SKN-1 inh -4, MT1-MMP act inh -4, Rin1 Abl inh -2, Neddyl block inactive, CSN deneddyl inh -2, MLLE-PAM2 inh 24 and FAS-TE inh -12.
`Cc1c(C(=O)N2CCOCC2)c(S(=O)(=O)Nc2ccccc2F)c(C)n1C` gave Rpn11 inh inactive, NadD block 2, SKN-1 inh 7, MT1-MMP act inh 2, Rin1 Abl inh -1, Neddyl block inactive, CSN deneddyl inh -2, MLLE-PAM2 inh -20 and FAS-TE inh -8.
Screening COc1ccc(N2C(=O)C(CC(=O)Nc3ccccc3)N(Cc3cccs3)C2=O)cc1 (configuration not stated) returned Rpn11 inh inactive, NadD block 0, SKN-1 inh 14, MT1-MMP act inh 2, Rin1 Abl inh -3, Neddyl block inactive, CSN deneddyl inh -1, MLLE-PAM2 inh 8 and FAS-TE inh -1.
For O=C(COc1ccc(Br)cc1)Nc1nc(-c2cccnc2)cs1 the results were Rpn11 inh inactive, NadD block 14, SKN-1 inh -7, MT1-MMP act inh 2, Rin1 Abl inh 2, Neddyl block inactive, CSN deneddyl inh 2, MLLE-PAM2 inh -19 and FAS-TE inh -3.
For CCOC(=O)C1CCCN(C(=O)c2cn(CC)c3ccc(S(=O)(=O)N(C)C)cc3c2=O)C1 (configuration not stated) the results were Rpn11 inh inactive, NadD block 7, SKN-1 inh 4, MT1-MMP act inh 6, Rin1 Abl inh 5, Neddyl block inactive, CSN deneddyl inh -5, MLLE-PAM2 inh -12 and FAS-TE inh 24.
C1CCN(c2nc3nonc3nc2N2CCCC2)C1 was read as Rpn11 inh inactive, NadD block -3, SKN-1 inh -11, MT1-MMP act inh -3, Rin1 Abl inh 0, Neddyl block inactive, CSN deneddyl inh 8, MLLE-PAM2 inh 9 and FAS-TE inh -9.
`C=CCc1ccc(OCCCCN2CCC(C)CC2)c(OC)c1` gave Rpn11 inh inactive, NadD block 2, SKN-1 inh -9, MT1-MMP act inh 0, Rin1 Abl inh -1, Neddyl block inactive, CSN deneddyl inh 1, MLLE-PAM2 inh 9 and FAS-TE inh -9.
Screening O=C(N/N=C/c1cc2c(cc1[N+](=O)[O-])OCO2)c1ccccn1 returned Rpn11 inh inactive, NadD block 2, SKN-1 inh 20, MT1-MMP act inh 4, Rin1 Abl inh 1, Neddyl block inactive, CSN deneddyl inh -1, MLLE-PAM2 inh 14 and FAS-TE inh 2.
Screening Cc1noc(C)c1C(=O)Nc1ccccn1 returned Rpn11 inh inactive, NadD block 1, SKN-1 inh 9, MT1-MMP act inh 0, Rin1 Abl inh -1, Neddyl block inactive, CSN deneddyl inh -2, MLLE-PAM2 inh 5 and FAS-TE inh -7.
`Cc1cc(NS(=O)(=O)c2ccc(NC(=O)c3ccc(Cl)cc3Cl)cc2)no1` gave Rpn11 inh inactive, NadD block -4, SKN-1 inh 4, MT1-MMP act inh 3, Rin1 Abl inh -1, Neddyl block inactive, CSN deneddyl inh 5, MLLE-PAM2 inh 21 and FAS-TE inh -3.
`Cc1ccccc1CN1C(=O)C(C)S/C1=N/N=C/c1ccco1` (configuration not stated) gave Rpn11 inh inactive, NadD block 7, SKN-1 inh 6, MT1-MMP act inh -2, Rin1 Abl inh -2, Neddyl block inactive, CSN deneddyl inh 3, MLLE-PAM2 inh 0 and FAS-TE inh 22.
Screening Cc1ccccc1-c1nc2sc3c(c2c(=O)n1N)CCCC3 returned Rpn11 inh inactive, NadD block 0, SKN-1 inh 10, MT1-MMP act inh 3, Rin1 Abl inh -1, Neddyl block inactive, CSN deneddyl inh 0, MLLE-PAM2 inh -12 and FAS-TE inh -5.

Structures above with a furan ring, fused or not, in the order listed:
O=C(CNC(=O)c1ccco1)Nc1ccc(N2CCCCCC2)cc1 was read as Rpn11 inh inactive, NadD block 4, SKN-1 inh -9, MT1-MMP act inh 3, Rin1 Abl inh -4, Neddyl block inactive, CSN deneddyl inh 4, MLLE-PAM2 inh -2 and FAS-TE inh -1.
`Cc1ccccc1CN1C(=O)C(C)S/C1=N/N=C/c1ccco1` (configuration not stated) gave Rpn11 inh inactive, NadD block 7, SKN-1 inh 6, MT1-MMP act inh -2, Rin1 Abl inh -2, Neddyl block inactive, CSN deneddyl inh 3, MLLE-PAM2 inh 0 and FAS-TE inh 22.

New compounds follow.
For COc1cc(OC)c(NS(=O)(=O)c2ccc3c(c2)NC(=O)CO3)cc1Cl the results were Rpn11 inh inactive, NadD block -4, SKN-1 inh 10, MT1-MMP act inh 6, Rin1 Abl inh 0, Neddyl block inactive, CSN deneddyl inh 0, MLLE-PAM2 inh -11 and FAS-TE inh 20.
COc1ccc(N2CCN(C(=O)c3cc(C4CC4)nn3-c3ccccc3)CC2)cc1 was read as Rpn11 inh inactive, NadD block -3, SKN-1 inh 7, MT1-MMP act inh 2, Rin1 Abl inh -1, Neddyl block inactive, CSN deneddyl inh -2, MLLE-PAM2 inh -60 and FAS-TE inh 10.
Cc1ccc(-n2nnnc2-c2cnn(-c3cccc(F)c3)c2C(F)(F)F)cc1 was read as Rpn11 inh inactive, NadD block 0, SKN-1 inh 4, MT1-MMP act inh 4, Rin1 Abl inh 2, Neddyl block inactive, CSN deneddyl inh 3, MLLE-PAM2 inh -2 and FAS-TE inh 2.
`Cc1ccc(NC2SC(=O)N(Cc3cccc(C(=O)O)c3)C2=O)cc1` (configuration not stated) gave Rpn11 inh inactive, NadD block 2, SKN-1 inh -15, MT1-MMP act inh 3, Rin1 Abl inh 1, Neddyl block inactive, CSN deneddyl inh -5, MLLE-PAM2 inh 21 and FAS-TE inh -6.
`CS(=O)(=O)N(CC(=O)N1CCCCCC1)c1cccc([N+](=O)[O-])c1` gave Rpn11 inh inactive, NadD block -3, SKN-1 inh -22, MT1-MMP act inh 1, Rin1 Abl inh -3, Neddyl block inactive, CSN deneddyl inh 5, MLLE-PAM2 inh 4 and FAS-TE inh 1.
